NS5 inhibitors – Dengue-2 NS5 methyltransferase inhibitors, primary screen, biochemical, confirmation dose response (AID 588689). Genome polyprotein (Dengue virus type 2 (strain 16681-PDK53)). Dengue-2 NS5 methyltransferase capping enzyme assay, biochemical; higher % means a stronger effect. one-dose inhibition, % at 25 µM; IC50 in µM for titrated hits. 340,000 compounds, 0.3% hits; in the data active = a potency from the dose series; inconclusive = inhibition above about 29% without an active follow-up result
West Nile virus CPE – West Nile virus antiviral activity, cell-based, CPE readout (AID 1621). West Nile virus-infected cells, CPE inhibition; higher % means a stronger effect. one-dose CPE inhibition, % at 10 µM; IC50 in µM for titrated hits. 290,000 compounds, 0.02% hits; in the data active = a potency from the dose series; inconclusive = CPE inhibition mostly from about 3.7% at the one dose, without a potency; inactive = the rest, 99 in 100 with CPE inhibition below about 2.2%; also: strong numbers were not always called active
HEK293 NOD2/NF-kB – NOD2 signaling inhibitors, cell-based, luminescence, uHTS, HEK293 (AID 1566) | 290,000 compounds, 0.63% hits | HEK293 NOD2/NF-kB luciferase reporter, luminescence; higher % means a stronger effect | inhibition, % at 4 µM, or EC50 in µM where a hit was titrated; also: many of its hits are not listed in these tables
HIV peptide binding – inhibitors of HIV fusion peptide binding, primary screen, biochemical, uHTS, fluorescence dequenching (AID 1986). 290,000 compounds, 0.3% hits. cell-free peptide binding, fluorescence dequenching, 30 min; higher % means a stronger effect. inhibition, % at 20 µM, or IC50 in µM where a hit was titrated; in the data active = inhibition mostly above about 52%, no sharp cut-off; inactive = mostly below about 76%; also: some results filed as inactive read as strong as hits
Yfh1-depleted yeast – enhancers of respiration in Yfh1-depleted yeast, dose response, Friedreich's ataxia, plus single-dose screen (AID 1465) | S. cerevisiae Yfh1-off respiration, WST-1 reduction, 72 h; higher fold induction means a stronger effect | one-dose fold induction at 50 µM; EC50 in µM for titrated hits | 220,000 compounds, 0.074% hits;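 active = fold induction of absorbance versus untreated yeast above a set limit, then at least 30% activation at any dose in follow-up; inconclusive = repeats straddling the limit, or above it without dose testing; inactive = fold induction below the set limit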;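 also: activators that raise dye reduction in frataxin-depleted yeast; strong numbers were not always called active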
AID2073 – inhibitors of Mint1-CaV2.2 protein interaction, biochemical, HTRF (AID 2073) | Voltage-dependent N-type calcium channel subunit alpha-1B (Homo sapiens) | HTRF protein-protein interaction, Mint1-CaV2.2; higher % means a stronger effect | one-dose inhibition, % at 20 µM; IC50 in µM for titrated hits | 290,000 compounds, 0.19% hits; in the data active = inhibition mostly above about 51%, no sharp cut-off; inconclusive = no clear call, values can overlap the other calls; inactive = mostly below about 53%; also: some results filed as inactive read as strong as hits
KOR beta-arrestin-1 – KOR agonists, beta-arrestin recruitment, primary screen, cell-based, luminescence, uHTS (AID 1777); 280,000 compounds, 0.02% hits; Kappa-type opioid receptor (Homo sapiens); KOR beta-arrestin recruitment, luminescence; higher % means a stronger effect; activation, % at 10 µM; hits with a dose series show EC50 in µM; in the data active = activation above about 50%, passing the limit was not always enough; also: a part of the inactive calls stands beside numbers as strong as those of hits
KOR beta-arrestin-2 – KOR antagonists, beta-arrestin recruitment, cell-based, luminescence, uHTS (AID 1778) | Kappa-type opioid receptor (Homo sapiens) | KOR beta-arrestin recruitment, luminescence, antagonist mode; higher % means a stronger effect | inhibition, % at 10 µM, or IC50 in µM where a hit was titrated | 290,000 compounds, 0.091% hits; also: strong numbers were not always called active
NOD1 NF-kB reporter – NOD1 signaling inhibitors, primary screen, cell-based, luminescence, uHTS (AID 1578); NOD1-driven NF-kB luciferase reporter cells, luminescence; higher % means a stronger effect; inhibition, % at 4 µM; hits with a dose series show EC50 in µM; 290,000 compounds, 1% hits; in the data active = inhibition mostly above about 36%, no sharp cut-off; inactive = mostly below about 34%;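 also: HEK-293T reporter cells stimulated with the NOD1 agonist gamma-tri-DAP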
NS5 inhibitors pilot replicate – recorded beside NS5 inhibitors, whose call it bears; inhibition, %; measured here: pilot screen replicate inhibition
Numbers without * were called inactive; i = inactive; ? = inconclusive; · = no result given; [ ] = remark or other dose. Rule as the data show it, unless noted: active = inhibition above about 50%; inactive = the rest.

SMILES	NS5 inhibitors	West Nile virus CPE	HEK293 NOD2/NF-kB	HIV peptide binding	Yfh1-depleted yeast	AID2073	KOR beta-arrestin-1	KOR beta-arrestin-2	NOD1 NF-kB reporter	others
COc1cc(/C=N/N2CCCCC2)cc([N+](=O)[O-])c1O	17%	0.0%	4%	-0.6%	·	-2%	3.3%	4%	-8%
O=C(COc1ccc(S(=O)(=O)N2CCCC2)cc1Cl)NC1CC1	1%	0.0%	8%	3.0%	i	17%	4.8%	11%	10%	NS5 inhibitors pilot replicate=0.3
O=C(Nc1ccnc(-c2ccncc2)n1)c1ccc(F)cc1	-11%	0.2%	0%	-2.3%	i	-2%	-3.2%	-13%	3%
Cc1ccc(CN2CCN(CCCn3cccn3)CC2CCO)cc1 (configuration not stated)	4%	0.1%	-3%	-0.6%	i	-8%	3.6%	-34%	-31%
COc1ccc(-n2nc3c(c2NC(=O)COc2cccc(OC)c2)CS(=O)(=O)C3)cc1	-1%	-0.6%	2%	8.6%	·	8%	-1.3%	9%	-16%
O=C(CSc1n[nH]c(-c2cccnc2)n1)Nc1ccccc1C(F)(F)F	-2%	0.0%	7%	2.4%	·	1%	1.1%	-8%	-4%
CC(CCc1ccccc1)NC(=O)COC(=O)c1ccc(NC(=O)CC#N)cc1 (configuration not stated)	-8%	-0.8%	1%	-1.5%	·	5%	-4.0%	-3%	-8%
COc1ccc(-c2oc3ncn4nc(COc5ccccc5)nc4c3c2-c2ccc(OC)cc2)cc1	-6%	0.9%	-14%	-1.4%	i	13%	-3.7%	19%	·	NS5 inhibitors pilot replicate=-0.6
Cc1nc(C)c(-c2ccc(SCC(=O)Nc3cccc(F)c3)nn2)s1	3%	-0.3%	34%	1.5%	·	?	-0.9%	-17%	10%
COc1ccc(C(=O)CCN2CCN(c3ccccc3F)CC2)cc1	-17%	-2.1%	5%	-0.4%	i	-11%	1.1%	-8%	-13%
COc1ccc(S(=O)(=O)N2CCOc3ccccc32)cc1	-9%	1.9%	-2%	1.1%	·	9%	-3.9%	3%	4%
COc1ccc(CNCC(O)(c2ccc(F)cc2)c2ccc(F)cc2)cc1OC	-3%	-1.3%	46%	2.7%	·	6%	5.3%	-13%	-9%
O=C(Oc1ccc(N2C(=O)CCC2=O)cc1)c1ccccc1Cl	-9%	0.2%	-18%	3.8%	i	21%	0.6%	-19%	-54%
Cc1sc2nc(Cc3ccccc3)[nH]c(=O)c2c1-c1ccccc1	-1%	-0.6%	11%	-1.9%	i	?	0.3%	11%	-19%
Cn1nnnc1NCc1cccc(Cl)c1Cl	-4%	0.2%	9%	0.7%	i	-3%	-1.8%	-20%[20 µM]	-13%
O=C(NCc1cccc(C(F)(F)F)c1)C1CCN(c2ncccn2)CC1	3%	-0.8%	4%	0.6%	i	1%	7.8%	-15%	-14%
CC1CCN(C(=O)CCc2ccc(Oc3cc([N+](=O)[O-])cc([N+](=O)[O-])c3)cc2)CC1	1%	-1.4%	14%	-3.4%	i	-2%	5.6%	6%	-36%
CCCC(=O)NC(c1ccc(OC)c(OC)c1)c1cc(Cl)c2cccnc2c1O (configuration not stated)	11%	?	38%	1.1%	i	24%	·	6%[20 µM]	6%
CC(=O)Oc1ccc(NC(=O)C2CCCCC2)c(C(=O)O)c1	2%	0.1%	-10%	4.8%	i	15%	17%	-6%	-2%	NS5 inhibitors pilot replicate=2.1
COc1ccc(NC(=S)NCCc2ccccc2OC)c(OC)c1	-2%	-0.8%	-24%	-1.8%	i	-18%	-4.8%	20%	-34%
S=c1[nH]nc(-c2ccccc2)n1/N=C/c1ccc(-c2ccccc2Cl)o1	-1%	2.0%	-15%	0.6%	i	-16%	-2.6%	11%	-12%
Cc1ccc(NC(=O)c2ccc(NC3=NC4CS(=O)(=O)CC4S3)cc2)cc1 (configuration not stated)	-6%	0.1%	6%	1.3%	·	7%	3.5%	-20%	-3%
OC(CN1CCOCC1)C12CC3CC(CC(C3)C1)C2 (configuration not stated)	-3%	-1.1%	6%	0.7%	i	31%	-4.8%	22%	-4%
Cc1ccc(S(=O)(=O)Nc2ccc(O)c(Sc3ncn[nH]3)c2)cc1	-1%	-0.6%	7%	-0.4%	i	-20%	·	-18%[20 µM]	-34%
CCCc1oc(C(=O)O)cc1CN1CCCC1	-2%	0.0%	11%	-0.6%	i	4%	-0.6%	-16%	-19%
Cn1ccnc1SCC(=O)c1ccc(Cl)cc1	-4%	-0.3%	-18%	0.7%	i	-4%	-0.3%	2%	-23%
COC(=O)N(NC(=O)C(O)(CCC(C)C)CCC(C)C)c1ccccc1	-4%	-0.9%	-41%	-1.3%	i	-6%	-2.5%	-3%	-26%
COc1cc(/C=C2/C(=O)NN(c3ccc(C)c(Cl)c3)C2=O)cc([N+](=O)[O-])c1O	70%	-0.1%	13%	30µM*	·	10%	-2.9%	28%	9%
O=C(Nc1ccccc1)c1cccc(N2CCCC2=O)c1	3%	-0.1%	-38%	0.3%	i	-7%	-2.6%	32%	-30%
CNCC(O)Cn1c2c(c3ccccc31)CCCC2 (configuration not stated)	1%	2.0%	-14%	-0.6%	i	?	-5.5%	-19%[20 µM]	18%
CCOc1ccc(C2OC(=O)Cc3cc(OC)c(OC)cc32)cc1 (configuration not stated)	-3%	0.1%	7%	2.1%	i	5%	2.4%	-4%	-2%
C#CCN1C(=O)S/C(=C/C=C/c2ccc(N(C)C)cc2)C1=O	?	-1.0%	-73%	31%	i	11%	1.1%	1%	-32%
O=C1OC(/C(=C\Nc2cc(Cl)ccc2O)[N+](=O)[O-])c2ccccc21 (configuration not stated)	12%	0.0%	-2%	3.0%	i	1%	0.1%	-1%	-25%
O=C(NC(=S)Nc1ccccc1Br)C1CC1	7%	-1.0%	9%	1.9%	·	6%	1.9%	32%	-12%
CNC(=O)COC(=O)c1ccccc1Nc1ccccc1	-7%	-0.3%	-8%	0.6%	i	-4%	5.5%	-13%	-60%
COc1ccc(/C=N/NC(=O)c2cccnc2)cc1CSc1ccccn1	2%	0.1%	-23%	-2.6%	i	-12%	3.7%	-19%	-11%
Cc1ccc(-c2csc(NC(=O)CSC3=NCCS3)n2)cc1	-4%	?	-19%	1.8%	i	-6%	3.7%	-51%	-51%	NS5 inhibitors pilot replicate=-3.6
Cc1ccc(O)c(NC(=O)c2cc(C)no2)c1	2%	-0.5%	-28%	1.6%	·	-3%	-0.2%	-9%	-12%
CN1C(=O)CSc2ccc(NC(=O)Nc3ccccn3)cc21	-7%	1.1%	-20%	1.0%	i	12%	3.9%	-64%	-11%
C=C(C)Cn1c(N2CCCC2)nc2c1c(=O)n(C)c(=O)n2C	-1%	-0.8%	-1%	-1.4%	·	-5%	-1.7%	-13%	-34%

Part of the list above in order of heavy-atom count, ascending.
SMILES	NS5 inhibitors	West Nile virus CPE	HEK293 NOD2/NF-kB	HIV peptide binding	Yfh1-depleted yeast	AID2073	KOR beta-arrestin-1	KOR beta-arrestin-2	NOD1 NF-kB reporter	others
O=C(NC(=S)Nc1ccccc1Br)C1CC1	7%	-1.0%	9%	1.9%	·	6%	1.9%	32%	-12%
Cc1ccc(O)c(NC(=O)c2cc(C)no2)c1	2%	-0.5%	-28%	1.6%	·	-3%	-0.2%	-9%	-12%
CNC(=O)COC(=O)c1ccccc1Nc1ccccc1	-7%	-0.3%	-8%	0.6%	i	-4%	5.5%	-13%	-60%
Cc1ccc(S(=O)(=O)Nc2ccc(O)c(Sc3ncn[nH]3)c2)cc1	-1%	-0.6%	7%	-0.4%	i	-20%	·	-18%[20 µM]	-34%
COC(=O)N(NC(=O)C(O)(CCC(C)C)CCC(C)C)c1ccccc1	-4%	-0.9%	-41%	-1.3%	i	-6%	-2.5%	-3%	-26%
COc1cc(/C=C2/C(=O)NN(c3ccc(C)c(Cl)c3)C2=O)cc([N+](=O)[O-])c1O	70%	-0.1%	13%	30µM*	·	10%	-2.9%	28%	9%

(further entries)
SMILES	NS5 inhibitors	West Nile virus CPE	HEK293 NOD2/NF-kB	HIV peptide binding	Yfh1-depleted yeast	AID2073	KOR beta-arrestin-1	KOR beta-arrestin-2	NOD1 NF-kB reporter	others
CCN1CCN(C(=O)C2(NC(=O)Nc3ccccc3Cl)CCCCC2)CC1	-1%	-0.1%	9%	-2.1%	i	2%	-2.9%	-5%	-23%
OCCC1CN(Cc2ccc3c(c2)CCO3)CCN1C1CCCC1 (configuration not stated)	0%	-0.3%	-22%	-2.0%	i	48%	-2.0%	-60%[20 µM]	10%
CC(C)OC(=O)/C(=C\C=C\c1ccccc1)NC(=O)c1ccccc1	5%	-0.2%	11%	-2.6%	i	-8%	13%	0%	12%
Cc1ccc(C(=O)COC(=O)CN2C(=O)C3CC=CCC3C2=O)cc1[N+](=O)[O-] (configuration not stated)	-6%	0.1%	11%	0.5%	·	6%	1.7%	-2%	-3%
c1cc2c(cc1C1CCCN1)OCCCO2 (configuration not stated)	-11%	0.1%	3%	1.5%	i	-10%	-4.8%	-7%	-22%
COC(=O)C1=C(SC)N(c2ccccc2)C(c2ccccc2)CC1=O (configuration not stated)	1%	-0.2%	11%	-0.1%	i	2%	5.9%	-37%	7%
Fc1ccccc1Cc1noc(CN2CCN(C/C=C/c3ccccc3)CC2)n1	-5%	-1.4%	14%	0.5%	i	-6%	5.2%	12%	-4%
CC(C)NCCOCCOc1ccccc1F	-3%	·	-1%	-1.3%	·	12%	-2.0%	-19%	-9%
COc1ccc(OC)c(NC(=O)Cc2coc3ccc(C)cc23)c1	1%	-0.9%	16%	1.9%	i	12%	0.8%	3%	-16%

Not a retest: 3 of the compounds above.
SMILES	NS5 inhibitors	West Nile virus CPE	HEK293 NOD2/NF-kB	HIV peptide binding	Yfh1-depleted yeast	AID2073	KOR beta-arrestin-1	KOR beta-arrestin-2	NOD1 NF-kB reporter	others
CCN1CCN(C(=O)C2(NC(=O)Nc3ccccc3Cl)CCCCC2)CC1	-1%	-0.1%	9%	-2.1%	i	2%	-2.9%	-5%	-23%
OCCC1CN(Cc2ccc3c(c2)CCO3)CCN1C1CCCC1 (configuration not stated)	0%	-0.3%	-22%	-2.0%	i	48%	-2.0%	-60%[20 µM]	10%
CC(C)OC(=O)/C(=C\C=C\c1ccccc1)NC(=O)c1ccccc1	5%	-0.2%	11%	-2.6%	i	-8%	13%	0%	12%

Screening results as filed in PubChem BioAssay.

This is a subset, so the mix of outcomes need not match the whole.
